NR2E3 ag-1: agonists of human nuclear receptor NR2E3; AID 2300; inhibition of corepressor binding, % at 4.78 µM; 320,000 tested, 0.12% active; GST-NR2E3/biotin-RetCOR TR-FRET, 1536-well;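 active = percent inhibition above the cutoff of mean plus 3 SD of all tested compounds, set per screening campaign, cut at about 20% in these data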;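 note: 0% = DMSO wells and 100% = biotin wells as full block of FRET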
Target sequence (Q9Y5X4 whole entry, looked up): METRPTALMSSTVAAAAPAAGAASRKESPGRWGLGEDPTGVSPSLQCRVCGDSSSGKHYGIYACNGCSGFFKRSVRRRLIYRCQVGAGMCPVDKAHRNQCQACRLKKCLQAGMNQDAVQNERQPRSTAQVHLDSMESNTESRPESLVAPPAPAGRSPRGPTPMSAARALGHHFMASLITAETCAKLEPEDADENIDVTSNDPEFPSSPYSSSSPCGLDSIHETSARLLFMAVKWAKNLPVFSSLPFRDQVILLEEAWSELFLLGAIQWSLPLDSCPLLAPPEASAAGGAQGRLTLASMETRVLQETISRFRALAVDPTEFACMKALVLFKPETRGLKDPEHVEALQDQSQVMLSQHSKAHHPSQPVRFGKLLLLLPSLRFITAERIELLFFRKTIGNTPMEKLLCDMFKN
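Assay system: NR2E3–RetCOR corepressor complex. Quantity: 1.35 nM GST-NR2E3. Buffer or medium: pH 7.5 Tris-based buffer. Reagent: biotinylated RetCOR corepressor at 7 nM final. Schedule: 5 h at 4 °C. Detection: TR-FRET, emission read at 617 and 671 nm. Replicates: one well per compound, singlicate testing.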
MITF TRPM1 inh: inhibitors of MITF-driven TRPM1 promoter in melanoma cells. inhibition, % at 12.5 µM. 330,000 tested, 0.83% active. SK-MEL-5 TRPM1 promoter luciferase, 24 h;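 active = mean inhibition across replicates of 60% or more, whatever share of single replicates reaches that level; inconclusive = some that reach 60%, reason not given; inactive = mean inhibition across replicates below 60%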; note: values of inactives mirror those of a sister screen read the other way
Vif inh: blocks HIV Vif function. HEK293T cells, Vif self-association by quenched fluorescence, imaging, 24 h. inhibition, % at 7.49 µM. 340,000 tested, 0.35% active. AID 602346; in the data active = inhibition above about 50%, passing the limit was not always enough; inconclusive = no clear call, values can overlap the other calls; inactive = below about 31%; note: some results filed as inactive read as strong as hits
hiPSC survival: increases survival of single human iPS cells. hiPSC single-cell survival, ATPlite luminescence; 100% = ROCK inhibitor wells, 0% = DMSO. survival enhancement, % at 20 µM. 360,000 tested, 0.044% active. AID 602274; in the data active = survival enhancement above about 18%;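 note: cells exposed to compounds for 16 hours before the ATP read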
Exocytosis inh: lytic granule exocytosis inhibition; TALL-104 LAMP-1 surface exposure, flow cytometry; cells stimulated with thapsigargin and PMA; 360,000 tested, 0.66% active; inhibition, % at 10 µM; AID 651702;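 active = inhibition above about 55%, limit read from the data; inconclusive = no clear call, values can overlap the other calls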
aDG glyco act: increases alpha dystroglycan glycosylation; Pro5-aDG cells, alpha-DG glycosylation AlphaScreen (IIH6); 0% Pro5, 100% B10-LARGE cell signal; activation, % at 10 µM; 360,000 tested, 0.22% active;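 active = activation of at least 8% versus controls, or a plate z-score of at least 8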;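 note: Pro5 are CHO cells carrying HIG-tagged alpha-DG that lacks glycosylation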
NR2E3 ag-2: agonists of human NR2E3 nuclear receptor; CHO-S Gal4-NCOR/VP16-NR2E3 two-hybrid, luciferase; inhibition of corepressor binding, % at 3.98 µM; 360,000 tested, 0.35% active; AID 602229;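 active = inhibition above the mean of all tested compounds plus 3 SD, cut at about 70% in these data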;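 note: 0% = DMSO with NR2E3 transfected cells and 100% = cells lacking NR2E3 construct; higher means lower luciferase signal from less NR2E3 corepressor binding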
PDI inh: PDI (human) enzyme inhibition; 350,000 tested, 0.052% active; inhibition, % at 10 µM; AID 588391; PDI insulin aggregation turbidity, A650, 90 min; P07237;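 active = mean inhibition across replicates of 30% or more, whatever share of single replicates reach that level; inconclusive = mean inhibition below 30% while every single replicate reaches 30%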;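 note: absorbance from insulin aggregation driven by PDI reduction with DTT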
Target sequence (P07237 whole entry, looked up): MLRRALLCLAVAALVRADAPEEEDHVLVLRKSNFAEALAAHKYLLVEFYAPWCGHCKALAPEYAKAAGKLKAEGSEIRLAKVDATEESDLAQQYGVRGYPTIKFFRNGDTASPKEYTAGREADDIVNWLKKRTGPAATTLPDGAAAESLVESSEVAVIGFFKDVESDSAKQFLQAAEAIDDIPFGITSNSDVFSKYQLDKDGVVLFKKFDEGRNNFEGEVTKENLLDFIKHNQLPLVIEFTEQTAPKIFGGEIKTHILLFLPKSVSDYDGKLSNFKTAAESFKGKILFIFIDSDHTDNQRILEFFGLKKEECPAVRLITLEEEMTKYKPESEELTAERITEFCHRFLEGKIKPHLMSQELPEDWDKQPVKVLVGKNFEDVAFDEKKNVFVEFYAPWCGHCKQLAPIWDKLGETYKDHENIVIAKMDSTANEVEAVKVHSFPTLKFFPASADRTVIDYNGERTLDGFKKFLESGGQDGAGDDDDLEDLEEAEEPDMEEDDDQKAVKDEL
HIF-2a inh: inhibitors of HIF-2a; 786-0 RCC cells HIF-2a reporter, luciferase luminescence, overnight; 360,000 tested, 0.72% active; inhibition, % at 18.8 µM; AID 624352;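 active = inhibition of the luminescence signal of 40% or more relative to plate controls, in a single-dose primary screen at 18.75 µM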
Peg3 promoter: reduces Peg3 promoter-driven luciferase expression in HeLa. HeLa PEG-Prom luciferase reporter, luminescence, overnight. inhibition, % at 20 µM. 360,000 tested, 1.7% active;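 active = inhibition of at least 50% at 20 µM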
CaV13 FRET inh: Disruptors of the CACNA1D IQ motif to Ca2+-dependent inactivation inhibitor domain association, primary screening, Förster resonance energy transfer in intact living …; inhibition, % at 12.3 µM; 340,000 tested, 0.098% active; HEK cells, CFP/YFP FRET ICDI-IQ, plate reader, 10 min; percent FRET-ratio fall versus neutral wells;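 active = mean replicate inhibition of at least 30% and at least 1% of replicates passing that level; inconclusive = only one of the two criteria is met; inactive = neither criterion is met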;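 note: 0% = median of the neutral control wells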
* = called active by the depositor; ? = inconclusive; . = no result given.

SMILES | NR2E3 ag-1 | MITF TRPM1 inh | Vif inh | hiPSC survival | Exocytosis inh | aDG glyco act | NR2E3 ag-2 | PDI inh | HIF-2a inh | Peg3 promoter | CaV13 FRET inh
CCN(CC(=O)NCc1cccs1)CC(=O)Nc1c(Cl)ccc(C)c1Cl | -2 | 0 | 3 | -0.1 | -3 | 0.5 | -32 | 7 | 2 | 13 | -7
CCN(C(=O)COC(=O)c1c(NC(C)=O)sc(C)c1C)c1c(N)n(Cc2ccccc2)c(=O)[nH]c1=O | . | . | -2 | -1.3 | -4 | 0.5 | -29 | 2 | 6 | 0 | -7
Oc1oc(-c2ccc(Br)cc2)nc1C=Nc1ccc(Br)cn1 | 1 | 7 | . | -0.3 | -2 | -0.4 | 13 | -7 | 5 | 11 | -6
Cc1ccc2nc(-c3ccc(NC(=S)NCC(C)(C)CN(C)C)cc3)sc2c1 | . | -13 | -2 | -0.6 | 56* | -0.3 | -116 | -5 | -211 | 60* | -5
COc1ccc(-c2cc(C(F)(F)F)nc(S(C)(=O)=O)n2)cc1 | 0 | 61* | 34 | 3.2 | 40 | 0.4 | -6 | 5 | 89* | 100* | -8
CC(=O)N1c2ccc(S(=O)(=O)NCC3CCC(C(=O)NCc4ccccc4)CC3)cc2CC1C (stereo not given) | -2 | 11 | 21 | -0.5 | 4 | 0.0 | -10 | -3 | 4 | 11 | -16
CN(C(=O)c1c[nH]c(=O)cc1C(F)(F)F)c1ccc(Cl)cc1 | 2 | 6 | 3 | -0.8 | 3 | -0.1 | 9 | -7 | 18 | 7 | 4
O=C(Cc1ccc2c(c1)CCCC2)Nc1ccccc1Cl | 1 | -20 | 3 | -1.6 | -4 | 0.1 | -18 | -4 | -115 | -56 | -8
O=C(c1ccc2ncsc2c1)N1CCN(c2nc3ccccc3s2)CC1 | 3 | 16 | -13 | -0.2 | 4 | 0.3 | 13 | 5 | 14 | 10 | .
COc1ccc(OC(C)C(=O)N2CCN(c3ccccn3)CC2)cc1 (stereo not given) | 1 | -8 | -12 | -0.4 | 1 | -0.1 | 5 | 2 | -2 | 4 | -4
COc1cc(/C=N/N(C)c2ccccc2)cc(Cl)c1O | -2 | -19 | -3 | -0.3 | -1 | -0.4 | -44 | -2 | -260 | -137 | -4
O=C(/C=C/c1cccc([N+](=O)[O-])c1)c1ccc([N+](=O)[O-])o1 | 1 | 99* | ? | 13 | -2 | -0.6 | -1 | -2 | 44* | 100* | -5
O=C(CSc1nc2ccccc2c(=O)n1-c1ccc(OC(F)F)cc1)NC1CC1 | 0 | -3 | -2 | -0.1 | 4 | 0.0 | -17 | 11 | -6 | 8 | -6
Cc1cccc(Cn2c(=O)n(Cc3ccco3)c(=O)c3ccccc32)c1 | 3 | 2 | . | 3.5 | -7 | 0.3 | 10 | -7 | 11 | 37 | -4
COc1ccccc1S(=O)(=O)Cc1ccc(C(=O)NC2CC2)o1 | 3 | -9 | 11 | -0.5 | -1 | 0.7 | 23 | 6 | -5 | -23 | -16
CCOc1ccc(CCNC(=O)C(C)N2C(=O)CC(C)(C)Sc3ccccc32)cc1 (stereo not given) | -1 | 6 | -2 | -0.4 | ? | 0.2 | -4 | -2 | 10 | 15 | -20
CCCCN1CCC(CN2C(=S)NC[C@@H]2CC(C)C)CC1 | . | 1 | . | 5.4 | -1 | 0.0 | -4 | 2 | 6 | -6 | -9
CC(C)Oc1ccc(C(CC(=O)O)NC(=O)Cc2ccc(Cl)cc2)cc1 (stereo not given) | 6 | 4 | 3 | -0.6 | -10 | 0.5 | -14 | 15 | 24 | 21 | -4
CCOc1ccc(Nc2nc(N)nc(CCl)n2)cc1 | -3 | 16 | ? | -0.8 | 60* | -0.2 | -35 | -1 | -125 | 77* | -20
C=CCn1c(CSc2nc3ccccc3s2)n[nH]c1=S | -7 | -1 | -13 | -0.1 | 0 | -0.1 | -62 | -1 | -18 | 6 | 0

The final 7 records of the section above are carried over, then new ones follow:
SMILES | NR2E3 ag-1 | MITF TRPM1 inh | Vif inh | hiPSC survival | Exocytosis inh | aDG glyco act | NR2E3 ag-2 | PDI inh | HIF-2a inh | Peg3 promoter | CaV13 FRET inh
Cc1cccc(Cn2c(=O)n(Cc3ccco3)c(=O)c3ccccc32)c1 | 3 | 2 | . | 3.5 | -7 | 0.3 | 10 | -7 | 11 | 37 | -4
COc1ccccc1S(=O)(=O)Cc1ccc(C(=O)NC2CC2)o1 | 3 | -9 | 11 | -0.5 | -1 | 0.7 | 23 | 6 | -5 | -23 | -16
CCOc1ccc(CCNC(=O)C(C)N2C(=O)CC(C)(C)Sc3ccccc32)cc1 (stereo not given) | -1 | 6 | -2 | -0.4 | ? | 0.2 | -4 | -2 | 10 | 15 | -20
CCCCN1CCC(CN2C(=S)NC[C@@H]2CC(C)C)CC1 | . | 1 | . | 5.4 | -1 | 0.0 | -4 | 2 | 6 | -6 | -9
CC(C)Oc1ccc(C(CC(=O)O)NC(=O)Cc2ccc(Cl)cc2)cc1 (stereo not given) | 6 | 4 | 3 | -0.6 | -10 | 0.5 | -14 | 15 | 24 | 21 | -4
CCOc1ccc(Nc2nc(N)nc(CCl)n2)cc1 | -3 | 16 | ? | -0.8 | 60* | -0.2 | -35 | -1 | -125 | 77* | -20
C=CCn1c(CSc2nc3ccccc3s2)n[nH]c1=S | -7 | -1 | -13 | -0.1 | 0 | -0.1 | -62 | -1 | -18 | 6 | 0
O=C(CSc1nc2ccccc2c(=O)n1Cc1ccco1)c1ccc(F)cc1 | -1 | -14 | -6 | 1.5 | 1 | 0.1 | -28 | 1 | -74 | -45 | -14
Cc1nc2ccc(Nc3nc4cc(S(=O)(=O)N5CCOCC5)ccc4o3)cc2s1 | 6 | -6 | . | 6.0 | 0 | 0.6 | -10 | 1 | -19 | -33 | -5
c1ccc(-c2cn3cccnc3n2)cc1 | 2 | -15 | 3 | -0.9 | -2 | -0.1 | -26 | -1 | -54 | -50 | -8
CC(C)NC(=O)c1cccc2c1-c1ccccc1C2=O | 1 | -4 | 16 | -0.8 | -2 | -0.1 | -26 | 12 | 14 | 5 | -17
COc1ccc2c(c1)-c1c(ssc1=S)C(C)(C)N2 | -1 | 1 | -5 | 5.7 | 0 | -0.5 | -43 | 0 | 24 | 4 | -2
NNC(=O)c1csc(Cc2c(Cl)sc3ccc(Cl)cc23)n1 | -2 | -6 | 7 | 0.5 | -5 | 0.3 | -5 | 3 | 12 | 8 | -3
Cc1ccc(S(=O)(=O)N(c2nc(NC(C)C)nc(NC(C)C)n2)n2cnnc2)cc1 | -1 | 2 | -8 | -0.4 | -6 | 0.3 | -3 | 1 | 17 | 4 | -5
COc1ccc(/C=C(/NC(=O)/C=C/c2ccccc2)C(=O)O)cc1 | -2 | 7 | -8 | 1.9 | 24 | -0.1 | -34 | 0 | 15 | 9 | -5
O=C(Nc1ccccc1C(F)(F)F)C1CC(=O)N(c2ccccc2F)C1 (stereo not given) | 4 | -3 | 7 | 3.0 | 0 | -0.1 | -2 | -14 | 2 | 25 | -6
Cc1ccc(S(=O)(=O)N2CCN(C(=O)CNC(=O)c3sc4ccccc4c3Cl)CC2)cc1 | 2 | 0 | -5 | 0.4 | -2 | 0.2 | -3 | 19 | -9 | 26 | -4
CC1(C(=O)NCc2cccc(Cl)c2)Cc2c(-c3ccc(C(N)=O)cc3)ccnc2O1 (stereo not given) | . | . | -6 | 0.0 | -27 | -0.1 | -13 | -6 | 26 | 8 | -5
COc1cc(-c2nc3n(n2)C(c2ccncc2)C(C(N)=O)=C(C)N3)cc(OC)c1OC (stereo not given) | -2 | -5 | 3 | 1.8 | -1 | -0.1 | -10 | -15 | -2 | -21 | -5
COC(=O)Nc1ccccc1C(=O)N1CCC(O)(c2ccc(Cl)cc2)CC1 | 0 | 4 | -1 | 2.2 | 13 | 0.0 | 10 | 1 | -2 | 6 | -7
CC1(c2ccccc2)NC(=O)N(CC(=O)Nc2ccc(N3CCOCC3)cc2N2CCOCC2)C1=O (stereo not given) | 4 | 0 | 1 | -0.5 | -10 | -0.2 | 18 | 1 | 16 | 3 | -15
Cc1nc2ccc(NC(=O)N3CCCCC3)cc2nc1C | 6 | -2 | -1 | -2.9 | -1 | -0.1 | -15 | 0 | -115 | -179 | .
CCCCN1C(=O)C(CC(=O)NC(c2ccccc2)c2ccccc2)CC(C(=O)N(C)C)=C1C (stereo not given) | . | . | . | -3.2 | -1 | -0.3 | 7 | -2 | 10 | 6 | -2
COC(=O)C1(C(=O)OC)NOC2C(=O)N(c3ccc(Cl)cc3Cl)C(=O)C21 (stereo not given) | 2 | 0 | -4 | 2.2 | -1 | 0.1 | -6 | 1 | -17 | -6 | -12
CCOC(=O)CN1C(=O)N(CC)C(C)=C(C(=O)OC)[C@@H]1c1ccccc1 | 5 | 0 | -3 | 1.7 | -1 | 0.3 | 5 | -3 | 8 | 8 | -5
CCCCS(=O)(=O)NC1=NCN(Cc2ccco2)CN1 | 2 | 7 | 8 | 4.7 | -2 | -0.3 | 9 | 1 | 12 | 2 | -5
O=C(Cn1nc([N+](=O)[O-])nc1Br)NC1CCCCC1 | 0 | 11 | 17 | -0.5 | -9 | 0.2 | -24 | 13 | 4 | 14 | -4
CCN(CC)CCOC(=O)c1ccc(NC(=O)CCNC(=O)Cn2ccc3ccccc3c2=O)cc1 | 1 | 7 | 6 | -0.4 | 0 | 0.0 | -10 | -1 | 6 | 5 | .
CN(Cc1ccccc1)C(=O)C1CCCN(Cc2ccc(Cl)cc2)C1 (stereo not given) | -1 | 9 | -1 | -2.2 | 2 | 1.5 | -33 | -2 | 8 | 12 | .
CN(C)CCN(C(=O)c1ccc(C(=O)c2ccccc2)cc1)c1nc2cc3c(cc2s1)OCCO3 | 2 | -32 | -5 | -0.4 | 7 | 0.0 | 1 | 6 | -184 | -126 | -6
Cc1cccc(NC(=O)c2cn(-c3ccccc3)nc2-c2ccccc2)c1 | 7 | -4 | -7 | -1.5 | -3 | 0.3 | 17 | -2 | -14 | -12 | -4
CC1Cc2ccccc2N1S(=O)(=O)c1cccc(C(=O)N2CCN(c3ncccn3)CC2)c1 (stereo not given) | 1 | 17 | 3 | 0.0 | 4 | -0.1 | 21 | -2 | -13 | 22 | -5

Compounds were not picked by outcome; any-hit rate near 3.5%.
